# Wee1 stabilizer – human Wee1 degradation inhibition, primary screen. P30291. HeLa Luc-Wee1K328M stability, luciferase luminescence; 100% = proteasome inhibitor MG132 effect. reporter increase, % at 5 µM. 1.2% of 220,000 active. AID 1321;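 active = activation above the mean of all tested compounds plus 3 SD, set per screening run, cut at about 8.8% in these data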;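 note: cells exposed to compound for 20 h before luminescence read; 0% = DMSO alone and 100% = MG132 at 30 µM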
# KLK5 inh – kallikrein 5 (human) inhibition; recombinant hK5, fluorogenic AMC substrate cleavage; 0.59% of 210,000 active; Q9Y337; inhibition, % at 5 µM;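 active = inhibition of 40% or more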;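 note: 0% = enzyme controls without compound and 100% = no-enzyme blanks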
# FXIa inh 1536 – blocks human coagulation factor XIa protease activity; inhibition, % at 5 µM; 0.14% of 220,000 active; P03951; AID 798; purified FXIa, Boc-Glu-Ala-Arg-AMC fluorogenic substrate;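 active = inhibition of at least 40%; inactive = inhibition below 40%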;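 note: fluorescence of freed AMC excited at 355 nm; 0% = enzyme without compound and 100% = no enzyme blank; many of its hits are not listed in these tables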
# MDM2 E3 inh – inhibitors of human Mdm2 E3 ubiquitin ligase | Q00987 | cell-based MDM2 ubiquitination luciferase reporter, 2 h; 0 = plate control, 100 = twice control, blank-subtracted | signal enhancement, % at 5 µM | 0.11% of 210,000 active | AID 1230;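 active = signal enhancement of 30% or more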;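 note: luminescence tracks abundance of the self-degrading MDM2-luciferase fusion protein; higher signal means inhibition of MDM2 E3 ligase activity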
#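 Test system: mammalian cells stably expressing self-ubiquitinating, self-degrading MDM2 E3–luciferase fusion; Amount: 2000 cells in each well; Medium: DMEM; Schedule: 4 h settle plus 2 h compound, 37 °C; Technique: SteadyLite luciferase luminescence after 15 min room-temperature reagent incubation; Benchmarks: plate control and blank wells.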
# FXIIa inh 1536 – inhibitors of human coagulation factor XIIa | AID 800 | P00748 | inhibition, % at 5 µM | 0.3% of 220,000 active | purified FXIIa, Boc-QGR-AMC fluorogenic substrate, 2 h; in the data active = inhibition above about 40%;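 note: 0% = enzyme with no compound and 100% = blank without enzyme; many of its hits are not listed in these tables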
# p97 inhibitor – human p97 ATPase inhibition. 0.42% of 220,000 active. AID 1481. recombinant p97 ATPase, Kinase-Glo ATP luminescence, 3 h. inhibition, % at 8 µM; in the data active = inhibition above about 15%;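 note: 0% = DMSO vehicle and 100% = wells lacking enzyme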
# 14-3-3 Bad inh – disrupts binding of bovine 14-3-3 zeta to phospho-Bad peptide | P63103 | TR-FRET 14-3-3zeta/Dy647-pBad peptide displacement, 1 h | inhibition, % at 21.7 µM | 0.71% of 220,000 active;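 active = inhibition above about 70%, limit read from the data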;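 note: 0% = full 14-3-3 plus peptide FRET controls and 100% = background without 14-3-3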
# eIF4E 4G PPI – inhibitors of eIF4E and eIF4G interaction in translation initiation; 0.37% of 220,000 active; AID 782; P63073+Q04637; TR-FRET eIF4E-eIF4GI(517-606) binding, 2 h; inhibition, % at 21.7 µM;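 active = inhibition above about 30%, limit read from the data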;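 note: 0% = full FRET control wells and 100% = background wells lacking eIF4GI fragment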
# Target sequence (P63073 whole entry, looked up, the tested form may be a part): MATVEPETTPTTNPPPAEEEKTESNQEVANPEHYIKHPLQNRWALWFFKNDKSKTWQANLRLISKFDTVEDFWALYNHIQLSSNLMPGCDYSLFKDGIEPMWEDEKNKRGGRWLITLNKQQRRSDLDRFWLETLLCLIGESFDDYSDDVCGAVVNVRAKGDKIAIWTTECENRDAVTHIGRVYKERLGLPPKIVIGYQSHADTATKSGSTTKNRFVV
# Target sequence (Q04637 whole entry, looked up, the tested form may be a part): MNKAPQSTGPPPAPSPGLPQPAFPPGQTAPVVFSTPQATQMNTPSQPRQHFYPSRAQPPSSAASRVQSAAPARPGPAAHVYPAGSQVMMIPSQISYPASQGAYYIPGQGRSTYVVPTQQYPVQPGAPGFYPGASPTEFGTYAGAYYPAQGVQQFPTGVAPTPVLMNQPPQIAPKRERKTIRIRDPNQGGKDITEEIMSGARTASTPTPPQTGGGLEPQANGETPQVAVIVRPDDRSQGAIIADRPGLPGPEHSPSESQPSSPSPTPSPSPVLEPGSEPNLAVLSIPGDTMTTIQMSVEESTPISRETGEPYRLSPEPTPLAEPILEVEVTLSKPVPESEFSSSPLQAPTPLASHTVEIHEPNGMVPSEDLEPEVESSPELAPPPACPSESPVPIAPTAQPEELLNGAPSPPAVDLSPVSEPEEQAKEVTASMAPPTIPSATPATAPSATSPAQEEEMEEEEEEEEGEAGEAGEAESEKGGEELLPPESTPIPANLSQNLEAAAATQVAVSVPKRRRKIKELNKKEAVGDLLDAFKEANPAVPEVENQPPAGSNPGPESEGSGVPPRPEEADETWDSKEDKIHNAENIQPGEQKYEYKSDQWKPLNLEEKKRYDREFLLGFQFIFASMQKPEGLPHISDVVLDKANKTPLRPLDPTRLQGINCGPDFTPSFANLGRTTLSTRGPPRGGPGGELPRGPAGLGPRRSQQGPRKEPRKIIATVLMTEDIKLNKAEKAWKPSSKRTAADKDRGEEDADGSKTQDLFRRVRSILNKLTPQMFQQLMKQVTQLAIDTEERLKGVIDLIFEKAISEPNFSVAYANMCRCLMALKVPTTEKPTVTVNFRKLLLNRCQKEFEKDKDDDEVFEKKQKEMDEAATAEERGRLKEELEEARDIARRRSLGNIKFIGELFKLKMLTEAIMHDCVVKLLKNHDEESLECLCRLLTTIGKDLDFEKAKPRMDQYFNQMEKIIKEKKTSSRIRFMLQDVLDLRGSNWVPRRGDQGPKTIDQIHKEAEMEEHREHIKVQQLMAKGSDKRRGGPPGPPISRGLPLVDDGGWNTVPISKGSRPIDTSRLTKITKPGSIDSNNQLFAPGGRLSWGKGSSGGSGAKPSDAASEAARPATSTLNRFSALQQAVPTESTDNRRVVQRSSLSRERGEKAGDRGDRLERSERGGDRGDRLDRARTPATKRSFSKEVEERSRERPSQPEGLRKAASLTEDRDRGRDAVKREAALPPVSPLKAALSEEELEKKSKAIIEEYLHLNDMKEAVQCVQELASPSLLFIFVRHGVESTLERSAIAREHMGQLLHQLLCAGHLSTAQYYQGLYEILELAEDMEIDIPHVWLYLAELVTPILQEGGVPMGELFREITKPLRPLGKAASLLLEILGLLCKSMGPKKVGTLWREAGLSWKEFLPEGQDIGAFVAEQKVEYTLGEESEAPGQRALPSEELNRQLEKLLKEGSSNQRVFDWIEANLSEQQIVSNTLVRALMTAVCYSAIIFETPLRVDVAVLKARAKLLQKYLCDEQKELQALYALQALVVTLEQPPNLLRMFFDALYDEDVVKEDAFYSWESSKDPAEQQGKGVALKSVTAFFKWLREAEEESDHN
# Rad51 HR inh – blocks human Rad51 in homologous recombination | Q06609 | hRad51 DNA strand exchange, fluorescence dequenching | inhibition, % at 10 µM | 0.085% of 200,000 active;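 active = inhibition above 40% at the single screening dose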;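 note: 0% = DMSO control wells and 100% = blanks with heterologous ssDNA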
#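 Test system: preformed human Rad51 ssDNA filaments. Compound dosing: single dose, 10 µM final compound. Incubation: filaments 15 min 37 °C, then compound 30 min. Technique: FRET fluorescence dequenching, excitation 485 nm, emission 520 nm. Read-out basis: percent inhibition from fluorescence, normalised to plate control and blank means. Benchmarks: plate controls and plate blanks.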
# Numbers without * were called inactive; x = not tested or not shown; [ ] = another dose, or the depositor's remark. Not a hit list; 3.5% or so of the library scored in one or more.
SMILES,Wee1 stabilizer,KLK5 inh,FXIa inh 1536,MDM2 E3 inh,FXIIa inh 1536,p97 inhibitor,14-3-3 Bad inh,eIF4E 4G PPI,Rad51 HR inh
Cc1cc(C)n2nc(C(=O)Nc3ccc4c(c3)CCC4)nc2n1,-3,0,-6,-15,6,-6,1,1,9
CCN(CC)CCCSc1nc2ccccc2s1,-1,0,3,0,10,4,23,3,-8
CC(C)CC(=O)Nc1ccc(-c2nnn(CC(=O)NCc3ccco3)n2)cc1,0,-6,-3,-14,5,1,-17,-2,23
CC(=O)Nc1ccc(N=Nc2c(C)[nH]n(C(N)=S)c2=O)cc1,2,-1,0,-18,5,5,-11,-3,1
Nn1c(SCC(=O)Nc2ccc(F)cc2)nnc1-c1ccccn1,-2,3,7,-6,10,-1,-2[fluorescence artefact?],-6,3
Cc1occc1-c1nnc(SCc2nc3ccccc3c(=O)n2CC#N)n1C,-3,-6,-3,-5,-11,-2,-7,1,-13
Cc1cc(O)c(C(C)C)cc1N=Nc1ccccc1C(=O)O,2,6,6,-17,13,0,0,2,-9
O=C(N/N=C/c1c(Cl)cccc1Cl)c1cccc(F)c1,0,0,7,-10,14,-5,-6[fluorescence artefact?],-4,1
CC(=O)N1CCC(N(CCN2CCOCC2)C(=S)Nc2cc(C)cc(C)c2)CC1,0,-10,-6,-11,0,5,-12,0,12
C=C(C)C1Cc2nc(N)nc(C)c2C1 (stereo not drawn),-2,-8,2,-4,6,-1,4,9,-8
CC1(C)C2CCC1(C)C(OCCNCCOC(=O)Nc1ccccc1)C2 (stereo not drawn),2,-2,-5,-12,-3,-10,0,-5,7
CCCC1CC(CSc2ncn[nH]2)OC1=O (stereo not drawn),0,-5,0,-8,6,-1,4,1,x
COCCNC(=O)c1cc(Br)ccc1Cl,-4,-14,2,-8,15,2,-2,-4,4
CC(C)C(=O)NC(=S)Nc1ccc(S(=O)(=O)Nc2ccccc2)cc1,1,43*,3,-20,-1,-8,17[fluorescence artefact?],0,-3
O=C(N/N=C/c1ccc(OCCCF)cc1)c1cc(OCC(F)(F)F)ccc1OCC(F)(F)F,-1,25,-2,-15,13,1,0,-5,-6
COc1ccc(OC)c(/C=N/NC(=O)c2cc3c(OC)cccc3[nH]2)c1,0,0,-1,-15,-1,6,3,3,-2
CCn1c(CCNC(=O)c2ccc(Cl)cc2)n[nH]c1=S,1,-6,4,-20,13,-1,-1,-4,-3
COc1ccc(OC)c(C(=O)COC(=O)c2cc(C)oc2C)c1,-1,8,-2,-6,5,0,10,-1,-6
CC1(C)CN(c2ccc(Br)cc2Br)C1=O,-3,1,-4,-16,4,2,-13,-1,20
CC(C)(C)NCC(=O)c1c[nH]c2ccccc12,0,-6,2,-2,16,4,0,-5,x
Cc1cc(C)n(-c2ncnc3c2oc2ccccc23)n1,-3,12,-2,-10,0,2,7,3,2
O=C(/C=C/c1ccc(S(=O)(=O)N2CCOCC2)cc1)NC(=S)Nc1ccc(Cl)cc1Cl,1,-21,0,-17,-3,2,-11,-5,-6
Cc1ccc2c(COC(=O)c3n[nH]c4ccccc34)cc(=O)oc2c1,14*,-3,4,-10,6,-5,-2,-1[fluorescence artefact?],0
CCOC(=O)C(C)Sc1nnc(CSc2nc3nc(C)cc(C)n3n2)o1 (stereo not drawn),1,-23,-3,-11,4,3,-11[fluorescence artefact?],-3,-1
Nc1cc(=O)[nH]c(SCC(=O)Nc2ccc(S(=O)(=O)N3CCOCC3)cc2)n1,1,-5,-1,-11,7,2,2,-2[fluorescence artefact?],4

# Three compounds out of the list above, ordered by the number in MDM2 E3 inh, descending.
Structure | Wee1 stabilizer | KLK5 inh | FXIa inh 1536 | MDM2 E3 inh | FXIIa inh 1536 | p97 inhibitor | 14-3-3 Bad inh | eIF4E 4G PPI
CCOC(=O)C(C)Sc1nnc(CSc2nc3nc(C)cc(C)n3n2)o1 (stereo not drawn) | 1 | -23 | -3 | -11 | 4 | 3 | -11[fluorescence artefact?] | -3
CC1(C)C2CCC1(C)C(OCCNCCOC(=O)Nc1ccccc1)C2 (stereo not drawn) | 2 | -2 | -5 | -12 | -3 | -10 | 0 | -5
CC(C)C(=O)NC(=S)Nc1ccc(S(=O)(=O)Nc2ccccc2)cc1 | 1 | 43* | 3 | -20 | -1 | -8 | 17[fluorescence artefact?] | 0

# New compounds follow.
SMILES,Wee1 stabilizer,KLK5 inh,FXIa inh 1536,MDM2 E3 inh,FXIIa inh 1536,p97 inhibitor,14-3-3 Bad inh,eIF4E 4G PPI,Rad51 HR inh
Cc1cc(/C=N/NC(=O)c2cccnc2)c(C)n1CC(C)C,3,x,3,x,12,2,-12,1,x
Cc1nc(C(Cl)(Cl)Cl)nc2[nH]ccc(=O)c12,3,-3,-5,-14,10,8,6,8,-24
COc1ccc(NC(=O)C(CC(=O)O)Cc2ccc(C)cc2)cc1 (stereo not drawn),3,-1,-3,18,7,3,-9,-1,1
COc1ccc(/C=N/NC(=O)c2ccc(N(C)S(=O)(=O)c3ccccc3)cc2)cc1,-1,-11,-3,-8,3,5,0,3,-40
COc1ccc(NC(=S)N2CCC(N(C)CCN3CCOCC3)CC2)cc1Cl,2,-16,-6,-10,0,-1,1[fluorescence artefact?],1[fluorescence artefact?],1
O=C(Cn1cc(C(F)(F)F)ccc1=O)Nc1cccc(S(=O)(=O)N2CCOCC2)c1,2,-9,7,-9,2,1,-8,-1,-1
CCN(CC)CCCN(Cc1cc2cc(OC)ccc2[nH]c1=O)C(=O)Nc1ccccc1,-4,-5,-1,x,-1,2,0,-3,10
COC(Cc1nnc(SC)n1-c1ccccc1)OC,-3,-4,2,-6,5,0,0[fluorescence artefact?],0,-2
O=C(CSc1ncc(-c2ccc(F)cc2)[nH]1)N1CCCCC1,1,-8,1,-10,16,0,67,7,0
O=C1C=C(NCc2ccc(Cl)c(Cl)c2)C2(CCCCC2)O1,0,-18,2,0,12,-3,4,6,-6
CC(C)Cn1c(-c2cccs2)nc2nc3ccccc3nc21,6,-208,-19,-14,-79,0,6,4,-15
Cc1cc(C)cc(NC(=O)CSc2nc3c(c(=O)[nH]2)CN(Cc2ccc(F)cc2)CC3)c1,1,0,1,-9,7,-4,-5,0,-7
Nc1nc(SCc2ccc(Cl)cc2Cl)nc2nc3c(cc12)CCCC3,-3,-7,21,-7,19,5,66,21[fluorescence artefact?],-20
COc1ccc(OC)c(CN2C(=O)c3ccccc3C2C(=O)NCC2CCCO2)c1 (stereo not drawn),1,-1,-2,-9,5,-2,-12,-2,2
Cc1cc(C)c(C)c(OCCCn2ccnc2)c1,1,-25,3,-14,13,-6,47,-8,-7
CCOC(=O)c1cnc(-n2[nH]c(C)cc2=O)[nH]c1=O,3,-11,3,-5,9,0,10,-3,16
CCN(CC)C(=O)CSc1nc(N)c(C(=O)Nc2ccc(OC)cc2)s1,0,-12,0,-4,12,10,11,0,x
Cc1cccc2nc(-c3cccc(NC(=O)Cc4ccccc4)c3)cn12,-2,-14,7,7,6,5,11,24,10
Cc1c(C(=O)NCC2CCCO2)oc2ccc(S(=O)(=O)N3CCCC3)cc12 (stereo not drawn),0,-15,-4,24,9,2,-3[fluorescence artefact?],-2,-8
Cn1c(NCc2cc(Br)ccc2O)nc2ccccc21,3,-10,4,-28,12,4,-4,-1,3
Nc1cc(Oc2ccc(F)cc2F)cc([N+](=O)[O-])c1,4,3,-5,0,0,4,-4,8,23
Cc1ccsc1C(=O)OCC(=O)NCc1ccc2c(c1)OCO2,0,-6,-6,1,12,0,-12,-9[fluorescence artefact?],-1
CCOC(=O)COn1c(=O)c[n+]([O-])c2ccccc21,0,-4,-1,1,14,-3,12,1,-2
NS(=O)(=O)c1ccc(O)c(NC(=O)c2ccc([N+](=O)[O-])o2)c1,0,-4,-5,-1,3,-2,-2,-4,0
O=C(NCc1ccccc1Cl)c1ccc(S(=O)(=O)Nc2cccc(C(F)(F)F)c2)cc1,0,-17,8,-1,6,3,-20,-1,11

# Other structures:
SMILES,Wee1 stabilizer,KLK5 inh,FXIa inh 1536,MDM2 E3 inh,FXIIa inh 1536,p97 inhibitor,14-3-3 Bad inh,eIF4E 4G PPI,Rad51 HR inh
Cc1csc(NC(=O)Cc2nn(C)c(=O)c3ccccc23)n1,-3,14,-6,-12,17,-3,0,-1,-9
Cc1cccc(N(C(=O)CS(=O)CC(=O)Nc2ccc3c(c2)OCO3)C(C)C(=O)NC2CCCC2)c1C (stereo not drawn),-3,1,1,x,10,-1,1,1,-3
CC(C)CCN1CCN(Cc2ccc(Sc3nncn3C)o2)CC1CCO (stereo not drawn),-2,-4,-5,-1,3,5,-6,0,2
OCCC#Cc1ccc(CN2CCN(C3CCCCC3)C(CCO)C2)cc1 (stereo not drawn),0,x,2,-23,9,2,-9,-1,x
CN(c1ccccc1)S(=O)(=O)c1cccc(NC(=O)c2ccncc2)c1,2,3,-1,x,6,2,-2,-9,18
CCOC(=O)C1CCCN(C(=O)CCNS(=O)(=O)c2ccc3c(c2)CCC(=O)N3)C1 (stereo not drawn),1,-5,5,3,16,2,3,3,0
COc1ccc(N2C(=O)/C(=C\c3ccco3)N=C2SCC(N)=O)cc1Cl,-4,-6,-7,2,2,9,-1,7,-4
COc1ccccc1N1CCN(C(=S)NC(=O)/C=C/c2ccccc2)CC1,-3,14,-4,-15,1,-3,1,3,9
CC1=Nc2ccccc2/C1=C\c1nc(-c2ccccc2)oc1O,-3,14,4,-1,14,2,-5,2,21
COCCN(C(=O)c1csnn1)C(C(=O)NC1CCCCC1)c1sccc1C (stereo not drawn),-2,-4,0,x,7,-4,-5[fluorescence artefact?],5,-26
COc1ccc(C(=O)NC2CCCc3ccccc32)cc1S(=O)(=O)N1CCOCC1 (stereo not drawn),0,-1,-1,-15,4,5,-7,1,-5
COc1ccc(CCNc2nc3ccccc3n3cnnc23)cc1OC,-3,-1,3,-6,5,-1,5,-5,x
CSc1ncccc1C(=O)OCC(=O)NC(N)=O,-2,6,3,-9,19,0,3,-1,x
NC(=O)CSc1nc(N)c2c3c(sc2n1)CCCCC3,4,11,-2,-10,-1,2,-7,4,9
C/C(=N\Nc1ccc(C(=O)O)cc1)c1ccc(-n2ccnc2)cc1,-1,-2,-5,8,x,2,43,3,6
COc1cccc(OC)c1CNC(=O)CCSCc1ccccc1F,3,-9,-8,-4,5,-1,-5,2,-7
O=S(=O)(Cc1ccccc1)N1CCN(Cc2ccc3c(c2)OCO3)CC1,0,-10,2,-17,11,-1,8,2,-9
CCNc1nc(Cl)nc(NCc2ccccc2)n1,-2,-5,-1,-10,1,3,0[fluorescence artefact?],-9,-4
Clc1ccc(-c2csc(N3CCOCC3)n2)cc1,5,45*,48*,-8,38,-4,-3,3,-7
COc1ccc(C(c2nnnn2Cc2ccccc2)N2CCN(C(=O)c3ccco3)CC2)cc1OC (stereo not drawn),-2,8,6,-6,11,-5,45,8,12
CCOc1ccc(OCCN2C(=O)NC(Cc3c[nH]c4ccccc34)C2=O)cc1 (stereo not drawn),3,-4,3,2,15,0,-2,-1,2
O=C(CN(Cc1ccccc1)S(=O)(=O)c1ccccc1)N/N=C/c1ccc([N+](=O)[O-])cc1,1,-5,5,-5,10,3,9,0[fluorescence artefact?],x
